# GalR3 antag: human GalR3 antagonism; 360,000 tested, 0.44% active; inhibition, % at 3 µM; AID 651719; HEK293 GalR3-CNG cAMP membrane potential fluorescence; galR3 body fused to GalR1 C-terminus;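 active means inhibition above the screen-wide average plus 3 SD, cut at about 13% in these data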;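 further: forskolin and galanin both at EC90 stimulate the cells; cAMP rise reported by CNG channel membrane potential dye signal; 0% = forskolin plus galanin with DMSO and 100% = forskolin alone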
# Target sequence (O60755 1-299 limits assumed): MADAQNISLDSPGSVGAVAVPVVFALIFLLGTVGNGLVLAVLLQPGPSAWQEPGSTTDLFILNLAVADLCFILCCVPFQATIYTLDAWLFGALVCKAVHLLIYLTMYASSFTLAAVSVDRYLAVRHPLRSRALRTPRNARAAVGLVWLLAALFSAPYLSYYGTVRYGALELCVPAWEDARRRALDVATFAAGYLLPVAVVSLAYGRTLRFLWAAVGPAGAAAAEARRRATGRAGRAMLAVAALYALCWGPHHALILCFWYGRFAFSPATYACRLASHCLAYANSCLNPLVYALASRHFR
# Numbers without * were called inactive. Some of the compounds tested. The share of hits here may be higher or lower than overall.
GalR3 antag	smiles
-6	CC(C)NC(=O)C1(C)CCN1Cc1ccc(C(F)(F)F)cc1 (centres undefined)
-6	COc1ccc(-c2nnn3c2C2c4cc(-c5cccc(F)c5)ccc4CCN2C(=O)C3)cc1 (centres undefined)
-3	COc1ccccc1CC1(C)C(=O)Nc2ccc(OC(F)(F)F)cc21 (centres undefined)
-5	CCOC(=O)C1CCCN(C(=O)c2cccc(Cl)c2)CC1 (centres undefined)
-4	CC1(C)OC(=O)C2=C(C[C@@H](C3CCCCC3)O[C@@H]2c2ccc(Cl)cc2)O1
-8	COc1ccccc1CCC(=O)Nc1ccc2c(c1)c(=O)n(C)n2Cc1cccc(C(F)(F)F)c1
-4	CC(C)[C@H](COC=O)NC(=O)[C@H]1O[C@@H](n2ccc(N)nc2=O)[C@H](O)[C@@H]1O
-6	CCOC(=O)C1(C)CCN1C(=O)c1ccc(C#N)cc1 (centres undefined)
-5	CC(=O)C1=CCC(c2ccccc2Cl)N(S(=O)(=O)c2ccc(C)cc2)C1 (centres undefined)
-4	CCOC(=O)C1=CCN(S(=O)(=O)c2ccc(Br)cc2)C1c1ccc(C)cc1 (centres undefined)
-6	CCc1c(Cc2ccccc2)ncn1CCc1ccccc1OC
-8	CC(=NNC1=NCCN1)c1cn(C2=NCCN2)nc1C
-5	CO[C@H]1CN(C)C(=O)c2cc(NC(=O)C3CCCC3)ccc2OC[C@@H](C)NC[C@H]1C
-8	COc1ccc(-c2cnc3c(NC(C)=O)cc(-c4ccc(C(=O)N5CCOCC5)cc4)cn23)cc1OC
-2	Cc1ccc(S(=O)(=O)NC(=O)C2(C)CCN2C(=O)CC2CCCC2)cc1 (centres undefined)
-2	CC1(C(=O)NS(=O)(=O)c2ccc(Cl)cc2)CCN1C(=O)C1(c2ccc(Cl)cc2)CC1 (centres undefined)
-3	COc1cccc(C(=O)N2CCC[C@H]2C(=O)N2CCC[C@H]2C(=O)NCc2ccccn2)c1
-8	Cc1ccc2c(c1)C1(SC(C)C(=O)N1c1ccc(Cl)cc1)C(=O)N2 (centres undefined)
-3	Nc1nc2c(ncn2[C@@H]2O[C@H](C(=O)NCC3CCCCC3)[C@@H](O)[C@H]2O)c(=O)[nH]1
-4	O=C(Nc1ccc2c(c1)OCCO2)C(c1ccc(C(F)(F)F)cc1)n1c(=O)c(-c2cc3ccccc3[nH]2)nc2ccccc21 (centres undefined)
-6	CCOc1ccc(CCN2C(=O)C(=O)N([C@@H](Cc3ccccc3)CN3CCC[C@@H]3CN3C(=O)C(=O)NC[C@@H]3Cc3ccc(O)cc3)C[C@@H]2Cc2ccccc2)cc1
-4	Cc1cc(C)c2cc(C#N)c(NCCNC(=O)c3ccncc3)nc2c1
-7	Cc1cc2nc(C3CCCCC3)c(CC(C)(C)C)n2c(C)c1Br
-4	CCc1ccc(C(O)c2ncc(-c3cccc(C(F)(F)F)c3)[nH]2)cc1 (centres undefined)
-4	CN(C)c1ccc(CC(=O)N2CCCC(c3cc(C(=O)Nc4ccc5c(c4)OCO5)no3)C2)cc1 (centres undefined)
-3	CCCCCCCCCc1conc1C(=O)/C=C/c1oc2c(c1C)CCC(C)C2 (centres undefined)
-8	CC1CCC(NC(=O)c2[nH]c(C(F)(F)F)nc2-c2ccccc2)CC1 (centres undefined)
2	COc1cc(NC(=O)CC[C@H]2O[C@@H](n3cnc4c(NC(=O)c5ccccc5)ncnc43)[C@H](O)[C@@H]2O)cc(OC)c1OC
5	CC(O)(c1cccnc1)c1nc(-c2cc(F)cc(F)c2)cs1 (centres undefined)
-5	CCCS(=O)(=O)NC(=O)C1(C)CCCN(C(=O)c2cc(F)cc(F)c2)C1 (centres undefined)
-7	CC(=O)c1ccc2c(c1)N(Cc1ccc3ccccc3c1)C(=O)C(C)S2 (centres undefined)
-7	Cc1ccc(S(=O)(=O)N2[C@H](CC(=O)c3ccccc3)OC[C@@H]2C(C)C)cc1
-4	COc1cccc(CNC(=O)[C@H]2CCCN2)c1
-8	CCc1nc2c(OCC(=O)c3ccc(Cl)cc3Cl)cccn2c1N(C)C(=O)c1cccs1
-6	CCCCNC(=O)C(NC(=O)c1cnc(C)cn1)C(=O)c1ccccc1 (centres undefined)
-1	CC(O)(c1cccc(F)c1)c1nc(-c2cccc(C#N)c2)cs1 (centres undefined)
-6	COCCNC(=O)c1cccc2c(-c3cnn(C)c3)coc12
5	CS(=O)(=O)Nc1cccc(NC(=O)c2cccc3c(-c4ccc(F)c(F)c4)coc23)c1
-4	CC(C)NC(=O)C1C(c2ccc(C(F)(F)F)cc2)=Nc2ccccc2N1C(=O)c1ccccc1 (centres undefined)
-4	Cc1cc(C)cc(Cn2c3ccc(NC(=O)NCc4ccccc4)cc3c(=O)n2C)c1
-4	O=[N+]([O-])c1ccc(OC2OCC(O)C(O)C2O)cc1 (centres undefined)
-5	CCCS(=O)(=O)NC(=O)C1(C)CCN(C(=O)c2cccs2)C1 (centres undefined)
-8	COCCN1C[C@@H](CO)O[C@@H](n2cnc3c(NC4CCCC4)ncnc32)C1
-8	O=C(Nc1c(-c2ccc3c(c2)OCO3)[nH][nH]c1=O)c1cnccn1
-2	COC(=O)[C@@]12C[C@@H](CC(=O)N3CCSCC3)C(=O)N(CCc3ccc(OC)c(OC)c3)C1=CCC(C)(C)C2
-5	C#CCNC[C@@H]1CSCCS(=O)(=O)N1
-1	COC(=O)C[C@@H]1C=C[C@H](NC(=O)Nc2cc(F)ccc2F)[C@@H](CO)O1
-7	Brc1ccc(N2O[C@H]3C=C[C@@H]2C3)nc1
-7	CCc1nc2ccc(C(=O)N(C)C(C)C)cn2c1N(CCC(C)C)CCN(C)C
-4	CC1=C(C(=O)N2CCCCCC2)CC(CC(=O)NC2CCCCC2)C(=O)N1Cc1ccccc1 (centres undefined)
-6	CCOC(=O)[C@]12CCCC=C1N(CCC1=CCCCC1)C(=O)[C@H](CC(=O)N1CCCCC1)C2
-7	Nc1[nH]c(C(=O)c2ccccc2)c(-c2ccccc2)c1C(=O)NCCc1c[nH]c2ccccc12
-6	CC(=O)Nc1cncc(-c2cccc(N(C)C)c2)n1
-2	CCCNC(=O)C1(C)CCCN(C(=O)c2ccc3sccc3c2)C1 (centres undefined)
0	Cc1ccccc1-c1csc(C(C)(O)c2ccc(F)c(F)c2)n1 (centres undefined)
-7	CCOc1cccc(-c2cc(NCCc3ccccn3)n3nccc3n2)c1
0	CC1(C(=O)NS(=O)(=O)C2CC2)CCCN(C(=O)c2cccnc2Oc2ccccc2)C1 (centres undefined)
2	COC(=O)C[C@@H]1CC[C@H](NC(=O)Nc2ccc(OC)cc2)[C@@H](CO)O1
-5	CC(=O)c1cccc(-c2ccnc3c2CC(C(=O)Nc2ccc(Cl)cc2)O3)c1 (centres undefined)
-6	CC(=O)Nc1cc(-c2cccc(NS(C)(=O)=O)c2)cn2c(-c3ccccc3)cnc12

# More compounds.
GalR3 antag	smiles
-3	CCCS(=O)(=O)NC(=O)C1(C)CCCN(C(=O)c2ccc(F)c(Cl)c2)C1 (centres undefined)
-8	COC(=O)[C@]12CCCCC=C1N(Cc1cccc3ccccc13)C(=O)[C@H](CC(=O)NCCCCc1ccccc1)C2
-6	CC(=O)C1=C(C)N(Cc2ccc(Cl)cc2)C(=S)NC1c1ccccc1 (centres undefined)
-5	O=C1NC[C@H](CCCCN2CCN(CC3CCCCC3)C(=O)C2=O)N(CC2CCCCC2)C1=O
0	COc1ccc(C(C)=O)cc1CN1C(=O)C(C)ON=C1c1cccc(C(F)(F)F)c1 (centres undefined)
-5	O=C(Nc1cccc(C(F)(F)F)c1)C1Cc2c(-c3cccc(F)c3)ccnc2O1 (centres undefined)
-3	COc1ccc(-c2ccc3c(n2)CCCN3Cc2ccccc2C(F)(F)F)cc1
-6	CN(C)c1ccc(CNC(=O)C2(C)Cc3c(-c4ccc5c(c4)OCO5)ccnc3O2)cc1 (centres undefined)
-5	COCCNC(=O)C1CCCN(Cc2ccc(-c3ccccc3)cc2)CC1 (centres undefined)
0	COC(=O)C1=C(C)N(C)C(=NCc2cccc(C(F)(F)F)c2)NC1c1ccc(C(F)(F)F)cc1 (centres undefined)
-7	Cc1ccc(CN2CCN(C(=O)/C=C/[C@H]3O[C@@H](n4cc(C)c(=O)[nH]c4=O)C[C@@H]3O)CC2)cc1
-3	Cc1cc2c(c(=O)o1)[C@@]1(C(=O)N(C)c3ccccc31)C1=C(CC(C)(C)CC1=O)O2
-6	Cc1ccc(-c2nc3ccc(C)cn3c2Cc2ccsc2)cc1
-6	O=C(NCCN1CCC(n2c(=O)[nH]c3ccccc32)CC1)c1c(F)cccc1F
-2	CC(=O)Nc1cnc(/C=C\CCCO)cn1
-7	O=S1(=O)CC(N2CCCC2)CN1Cc1cn(Cc2ccc(Cl)cc2)nn1 (centres undefined)
-7	COC(=O)c1ccc2nc(-c3cccc(Br)c3)c(Cc3ccccc3OC)n2c1
-8	OC(c1ccc(Cl)c(F)c1)c1ncc(-c2ccccc2Cl)[nH]1 (centres undefined)
-6	Cc1cccc(C)c1-n1nnnc1C1(C)CCC(=O)N1C1CCN(Cc2ccccc2)CC1 (centres undefined)
-11	CCc1nc2c(OCc3ccc(Cl)cc3Cl)cccn2c1N(C)C(=O)CC(C)C
-7	CCc1nc2c(OCc3ccccc3C(=O)OC)cccn2c1N(C)C(=O)Nc1ccccc1OC
-5	CC1(C(=O)Nc2ccc3c(c2)OCCO3)CCC(=O)N1CC(F)(F)F (centres undefined)
-8	CCc1c(-c2ccccc2F)ncn1Cc1cccc(-c2ccccc2)c1
-6	CC(C)N(C[C@@H]1CSCCS(=O)(=O)N1)C(C)C
-5	COc1ccc(Cc2c(-c3ccc(Cl)cc3)nc3c(C)cc(Br)cn23)c(C)c1
-6	Nc1[nH]c(C(=O)c2ccc(Br)cc2)c(-c2ccc(Cl)cc2Cl)c1C(=O)NCCc1c[nH]c2ccccc12
1	CC1(C(=O)Nc2ccc3c(c2)OCCO3)CN(S(C)(=O)=O)CC(=O)N1CCc1ccccc1F (centres undefined)
-3	COc1ccc(-c2csc(Nc3ccc(Oc4ccccc4)cc3)n2)cc1
-5	CC1(Cc2ccc3ccccc3n2)C(=O)Nc2ccc(OC(F)(F)F)cc21 (centres undefined)
-4	CC(C)Nc1ncnc2c1ncn2[C@H]1CN(Cc2ccc(F)cc2)C[C@@H](CO)O1
-7	CNc1ncnc2c1ncn2[C@H]1CN(Cc2ccncc2)C[C@@H](CO)O1
-9	C=CCN=C1NC(c2cccc(F)c2)C(C(=O)OC)=C(C)N1Cc1ccccc1C(F)(F)F (centres undefined)
-9	C#CCNC(=O)C[C@H]1C[C@@]2(C(=O)OC)C(=C[C@H](COCc3ccccc3)O[C@@H]2C)N(CCC2=CCCCC2)C1=O
-4	CCOC1=C2[C@H](c3ccccc3)N(S(=O)(=O)c3ccc(C)cc3)C(C(C)(C)C)[C@H]2n2c(=O)n(-c3ccccc3)c(=O)n2C1 (some centres undefined)
-5	CC1=C(C(=O)N(C(C)C)C(C)C)CC(CC(=O)NCCN2CCOCC2)C(=O)N1Cc1ccc(C(C)(C)C)cc1 (centres undefined)
0	O=C(Nc1ccc(S(=O)(=O)Nc2nccs2)cc1)c1ccncc1
-6	Cc1cc(O)cc(=O)n1-c1cc(Cl)cc(Cl)c1
-5	O=C1NC[C@H](Cc2ccccc2)N(CCc2cc(C(F)(F)F)cc(C(F)(F)F)c2)C1=O
-4	O=C(NC1CCCC1)C1c2ccccc2OCC(=O)N1C1CC1 (centres undefined)
-2	COc1ccc(C(O)c2nc(-c3cccc4cccnc34)cs2)cc1 (centres undefined)
-7	CCc1nc2ccc(C(=O)N(C)Cc3ccccc3)cn2c1N(CC)CCN(C)C
-9	O=C(O)C1CCCCN1c1ccccc1[N+](=O)[O-] (centres undefined)
-5	Cc1onc(-c2ccccc2)c1C(=O)NN=Cc1cc(Cl)cc(Cl)c1O
-7	COCCN1Cc2cc(C(=O)OC)c3c(c2C1=O)c1cc(OC)ccc1n3S(=O)(=O)c1ccc(F)cc1
-4	CC(C)CNC(=O)C1(C)CCCN1Cc1ccc(OC(F)(F)F)cc1 (centres undefined)
-8	CCOC(=O)C1=CCN(S(=O)(=O)c2ccccc2C)C1c1ccc(Cl)c(Cl)c1 (centres undefined)
1	CCOC(=O)C1=CCN(S(=O)(=O)c2ccc(C)cc2)C1c1cccs1 (centres undefined)
-4	CCc1nc2c(OCc3ccc(F)c(F)c3)cccn2c1N(C)C(=O)c1cccs1
1	CCCCCCCCN1C(=O)[C@@H](CC(=O)NCCCOCCCC)C[C@@]2(C(=O)OC)C1=C[C@H](C(C)(C)C)O[C@@H]2C
-7	O=C(NCc1ccccc1)[C@@H]1CCCN1C(=O)[C@@H](NS(=O)(=O)c1ccc(F)cc1F)C1CCCCC1
